OXTR potentiate – human OXTR potentiation; P30559; CHO-OTR cells, Fluo-8 calcium fluorescence, potentiator mode; 0% = oxytocin EC15, 100% = EC100; activation, % at 3 µM; actives 0.061% (n = 320,000); AID 2445;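 active means activation above that plate's cutoff, the mean activation of tested compounds plus 3 SD, cut at about 6.6% in these data, passing the limit was not always enough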;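 further: 100% uses oxytocin at 75 nM as the full agonist control; some results filed as inactive read as strong as hits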
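Assay system: CHO-OTR cells, human receptor / Also added: oxytocin at about EC15, sub-maximal agonist stimulus / Dosing: single dose, 3.0 µM nominal final compound concentration / Incubation: 6 min pre-incubation, 100 s read / Technique: Fluo-8 calcium dye fluorescence / Read-out: % activation vs EC15 and EC100 oxytocin / Benchmarks: EC15 oxytocin low, 75 nM oxytocin high / Replicates: singlicate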
V1aR counter – V1a receptor agonism, counter-screen for OXTR agonists | actives 0.25% (n = 320,000) | P37288 | activation, % at 3 µM | CHO-V1R cells, Fluo-8 calcium fluorescence, agonist mode; 0% DMSO, 100% 3 nM vasopressin;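 active means activation above the mean activation of all tested compounds plus 3 SD, per screening run, cut at about 20% in these data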;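 further: signal is peak over basal fluorescence ratio across a 100 second FLIPR read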
Target sequence (P37288 whole entry, looked up): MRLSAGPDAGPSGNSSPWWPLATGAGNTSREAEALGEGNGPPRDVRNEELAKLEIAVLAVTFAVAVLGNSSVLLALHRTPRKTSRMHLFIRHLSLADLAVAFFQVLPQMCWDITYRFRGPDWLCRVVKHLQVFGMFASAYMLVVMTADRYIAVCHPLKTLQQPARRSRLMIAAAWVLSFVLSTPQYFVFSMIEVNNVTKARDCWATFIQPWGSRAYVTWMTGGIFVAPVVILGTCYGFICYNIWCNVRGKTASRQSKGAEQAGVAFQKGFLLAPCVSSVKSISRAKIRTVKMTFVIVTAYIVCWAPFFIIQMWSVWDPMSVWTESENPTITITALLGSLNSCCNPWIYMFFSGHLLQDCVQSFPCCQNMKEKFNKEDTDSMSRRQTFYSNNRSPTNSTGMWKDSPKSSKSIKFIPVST
CHO parental Ca – counter-screen: ATP calcium response change in parental CHO cells | inhibition, % at 5.6 µM | actives 0.63% (n = 330,000) | AID 463079 | parental CHO-K1, ATP-induced calcium, Fluo-8 fluorescence;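 active means inhibition above that plate's mean sample inhibition plus 3 SD, cut at about 26% in these data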;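 further: 0% = ATP-challenged DMSO wells and 100% = DMSO wells without ATP; some compounds past the cut are filed as inactive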
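Test system: untransfected parental CHO cell line; also added: ATP stimulus; dosing: 5.6 µM, single dose; signal: calcium-sensitive Fluo-8 fluorescence; measure: percent inhibition of ATP-evoked calcium rise, normalized to controls; benchmarks: low control ATP plus DMSO, high control DMSO only; replication: one well per compound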
TAAR1 antag – human TAAR1 antagonism; Q96RJ0; CHO RD-HGA16 TAAR1, Fluo-8 calcium fluorescence, antagonist; inhibition, % at 3 µM; actives 1.5% (n = 360,000);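 active means inhibition above a per-plate cutoff, the mean inhibition of test compounds on that plate plus 3 SD, cut at about 49% in these data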;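 further: 0% = DMSO plus EC80 beta-PEA response and 100% = DMSO alone without agonist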
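Test system – hTAAR1-expressing CHO RD-HGA16 cells, Gα16-coupled · Reagent – β-PEA at EC80 concentration, post-compound challenge · Compound dosing – 3 µM, single point · Timing – 140 s kinetic read after compound, 140 s after agonist · Detection – Fluo-8 intracellular calcium dye fluorescence, real-time kinetic reads · Control set – DMSO and EC80 PEA controls · Repeats – n of 1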
CHRM1 PAM – potentiates human M1 receptor response to acetylcholine | CHO-K1 hM1, Fluo-8 calcium fluorescence, ACh EC20; 0% = ACh EC20, 100% = maximal ACh | activation, % at 3 µM | actives 0.088% (n = 360,000) | P11229; in the data active means activation above about 19%, passing the limit was not always enough
Target sequence (P11229 whole entry, looked up): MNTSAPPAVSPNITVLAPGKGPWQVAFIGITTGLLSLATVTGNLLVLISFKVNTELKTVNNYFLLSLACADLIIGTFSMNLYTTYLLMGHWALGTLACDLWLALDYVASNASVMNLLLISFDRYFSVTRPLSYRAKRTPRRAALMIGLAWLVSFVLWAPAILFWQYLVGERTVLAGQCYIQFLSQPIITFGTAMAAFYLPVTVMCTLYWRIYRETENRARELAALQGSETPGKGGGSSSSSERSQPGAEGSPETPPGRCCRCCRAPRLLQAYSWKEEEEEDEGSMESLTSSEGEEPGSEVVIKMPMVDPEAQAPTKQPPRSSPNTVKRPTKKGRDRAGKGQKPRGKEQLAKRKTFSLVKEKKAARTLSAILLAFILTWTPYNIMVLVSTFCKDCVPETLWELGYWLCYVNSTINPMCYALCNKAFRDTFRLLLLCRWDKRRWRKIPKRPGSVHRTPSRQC
M1 antag – human CHRM1 antagonism. P11229. CHO-K1 hM1, Fluo-8 calcium fluorescence, ACh EC80 antagonist. inhibition, % at 3 µM. actives 1.3% (n = 360,000). AID 588852;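 active means percent inhibition above its own plate's cutoff, namely the mean of that plate's compound wells plus 3 SD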;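 further: peak over basal fluorescence ratio during 140 s after agonist addition; 0% = ACh EC80 plus DMSO and 100% = DMSO alone without agonist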
M1 ag – activates human CHRM1 receptor; actives 0.33% (n = 360,000); P11229; CHO-K1 hM1, Fluo-8 calcium fluorescence, agonist mode; 0% DMSO, 100% acetylcholine EC100; activation, % at 3 µM; AID 588814;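 active means activation above the run's mean compound activation plus 3 SD, cut at about 16% in these data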;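 further: peak over basal fluorescence ratio within a 140 s kinetic read after compound addition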
TAAR1 ag – agonists of human TAAR1; CHO RD-HGA16 TAAR1, Fluo-8 calcium fluorescence; vehicle wells 0%, saturating PEA agonist 100%; Q96RJ0; actives 0.99% (n = 360,000); activation, % at 3 µM; AID 624467;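 active means activation above the mean activation of all test compounds in the run plus 3 SD, cut at about 38% in these data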
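System: CHO-derived RD-HGA16 cells with stable Gα16 and human TAAR1. Times: 17-24 h plating, Fluo-8 75 min 37 °C, 30 min RT. Measured by: calcium-sensitive Fluo-8 signal, excitation 470-495, emission 515-575 nm. Read-out basis: % activation relative to PEA EC100 response. Control set: DMSO and PEA EC100. Repeats: no replicates (n 1).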
OXTR ag – human OXTR agonism; P30559; CHO-OTR cells, Fluo-8 calcium fluorescence; normalized: DMSO 0%, oxytocin 100%; activation, % at 3 µM; actives 0.32% (n = 320,000);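 active means activation above the mean of all tested compounds plus 3 SD, cutoff set per screening run, cut at about 20% in these data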;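 further: peak over basal fluorescence ratio from a 100 s FLIPR kinetic read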
An asterisk follows results filed as active.

Start of the data: the first 2 compounds, ahead of the listing:
`Cn1c(CCNC(=O)C2CCCCC2)nc2cc([N+](=O)[O-])ccc21` gave OXTR potentiate -18.1, V1aR counter 0.2, CHO parental Ca -7.2, TAAR1 antag -7.3, CHRM1 PAM 4.8, M1 antag -15.1, M1 ag -4.9, TAAR1 ag -0.2 and OXTR ag -0.9.
COCCNC(=O)/C(C#N)=C/c1c(N2CCN(c3ccc(OC)cc3)CC2)nc2c(C)cccn2c1=O was read as OXTR potentiate -10.8, V1aR counter 0.6, CHO parental Ca -19.2, TAAR1 antag 26.1, CHRM1 PAM 3.1, M1 antag -13.0, M1 ag -4.4, TAAR1 ag 5.1 and OXTR ag -1.7.

All compounds of this part, from the first entry:
`Cn1c(CCNC(=O)C2CCCCC2)nc2cc([N+](=O)[O-])ccc21` gave OXTR potentiate -18.1, V1aR counter 0.2, CHO parental Ca -7.2, TAAR1 antag -7.3, CHRM1 PAM 4.8, M1 antag -15.1, M1 ag -4.9, TAAR1 ag -0.2 and OXTR ag -0.9.
COCCNC(=O)/C(C#N)=C/c1c(N2CCN(c3ccc(OC)cc3)CC2)nc2c(C)cccn2c1=O was read as OXTR potentiate -10.8, V1aR counter 0.6, CHO parental Ca -19.2, TAAR1 antag 26.1, CHRM1 PAM 3.1, M1 antag -13.0, M1 ag -4.4, TAAR1 ag 5.1 and OXTR ag -1.7.
Screening COc1ccc(/C=N/NC(=O)c2cccc(O)c2)cc1Cn1nc(C)c([N+](=O)[O-])c1C returned OXTR potentiate -9.0, V1aR counter -1.1, CHO parental Ca -3.4, TAAR1 antag -4.9, CHRM1 PAM 1.8, M1 antag -1.6, M1 ag -11.9, TAAR1 ag 6.7 and OXTR ag -0.3.
Screening CN(Cc1ccccc1)S(=O)(=O)c1nnc(NC(=O)c2ccc(F)cc2)s1 returned OXTR potentiate -8.0, V1aR counter 4.8, CHO parental Ca 12.8, TAAR1 antag -10.4, CHRM1 PAM -0.1, M1 antag 0.2, M1 ag -2.9, TAAR1 ag 5.0 and OXTR ag 0.8.
`O=C(NCCCN1CCCC1=O)c1ccc(S(=O)(=O)Nc2cccc(C(F)(F)F)c2)cc1` gave OXTR potentiate -2.4, V1aR counter 0.6, CHO parental Ca 3.3, TAAR1 antag -24.2, CHRM1 PAM 17.0, M1 antag -5.9, M1 ag -1.6, TAAR1 ag 5.4 and OXTR ag 1.7.
For CCN(Cc1ccccc1)C(=O)CCS(=O)(=O)c1ccc2c(c1)oc(=O)n2C the results were OXTR potentiate -4.8, V1aR counter 3.4, CHO parental Ca -10.9, TAAR1 antag -22.9, CHRM1 PAM -0.3, M1 antag 2.3, M1 ag -4.1, TAAR1 ag 3.6 and OXTR ag -0.4.
`Cn1c(Cn2nnc3ccccc32)nnc1SCC(=O)NCc1ccc2c(c1)OCO2` gave TAAR1 antag -15.4, CHRM1 PAM 0.9, M1 antag -18.6, M1 ag -3.3 and TAAR1 ag -1.9.
O=C(O)CCCNC(=O)CCCNC(=O)C(c1ccccc1)c1ccccc1 was read as OXTR potentiate -0.4, V1aR counter -0.6, CHO parental Ca -5.9, TAAR1 antag -13.0, CHRM1 PAM 4.5, M1 antag -10.7, M1 ag -5.3, TAAR1 ag 1.3 and OXTR ag -0.2.
`CCOC(=O)Cn1nc(C)n(-c2ccc(C)cc2)c1=O` gave OXTR potentiate -8.5, V1aR counter -0.4, CHO parental Ca -0.6, TAAR1 antag -13.8, CHRM1 PAM 9.6, M1 antag -11.8, M1 ag -6.0, TAAR1 ag 0.2 and OXTR ag -1.2.
Screening O=C(N[C@@H]1C/C=C\C[C@H](CC(=O)N(CCO)Cc2ccccc2)C(=O)N[C@@H](Cc2c[nH]c3ccccc23)COC1=O)OCC1c2ccccc2-c2ccccc21 returned OXTR potentiate -7.5, V1aR counter 0.0, CHO parental Ca -29.0, TAAR1 antag 2.9, CHRM1 PAM -10.7, M1 antag 3.6, M1 ag -10.1, TAAR1 ag -1.1 and OXTR ag -0.3.
For CCOc1ccc(S(=O)(=O)NCCC(=O)N2CCN(c3ccc(OC)cc3)CC2)cc1 the results were OXTR potentiate -4.8, V1aR counter 4.4, CHO parental Ca -24.0, TAAR1 antag 15.4, CHRM1 PAM 2.0, M1 antag -2.4, M1 ag -9.5, TAAR1 ag 1.7 and OXTR ag 2.8.
Cc1ccc(Nc2ncnc3sc(C)c(C)c23)cc1 was read as OXTR potentiate 1.1, V1aR counter -0.5, CHO parental Ca -18.7, TAAR1 antag -35.3, CHRM1 PAM 3.4, M1 antag -4.5, M1 ag -8.9, TAAR1 ag 4.6 and OXTR ag -1.4.
`CC(=O)c1cccc(NC(=O)c2cnn3ccccc23)c1` gave OXTR potentiate 1.8, V1aR counter 0.6, CHO parental Ca -10.3, TAAR1 antag -14.8, CHRM1 PAM 10.2, M1 antag -11.6, M1 ag 0.2, TAAR1 ag 1.9 and OXTR ag -0.1.
Screening CCOc1ccccc1OCCCC(=O)OCC(=O)Nc1cccc(Cl)c1 returned OXTR potentiate 0.2, V1aR counter 2.5, CHO parental Ca -13.0, TAAR1 antag 7.5, CHRM1 PAM 3.3, M1 antag -0.9, M1 ag -4.7, TAAR1 ag 2.3 and OXTR ag -0.1.
Screening CCc1nc2ccccc2n1CC(=O)OCC(=O)N(CC(C)C)c1c(N)n(Cc2ccccc2)c(=O)[nH]c1=O returned OXTR potentiate -5.3, V1aR counter 0.0, CHO parental Ca 2.1, TAAR1 antag -20.6, CHRM1 PAM 4.5, M1 antag -6.0, M1 ag -0.6, TAAR1 ag 2.9 and OXTR ag 0.1.
Screening COC(=O)c1ccccc1N=Nc1c(C)[nH][nH]c1=O returned OXTR potentiate -1.7, V1aR counter -1.0, CHO parental Ca -9.9, TAAR1 antag 5.6, CHRM1 PAM 1.7, M1 antag -6.8, M1 ag -3.4, TAAR1 ag -1.5 and OXTR ag -1.3.
Cn1nc(C(=O)Nc2ccc(-n3cnnn3)cc2)c2ccccc2c1=O was read as OXTR potentiate -4.5, V1aR counter 0.7, CHO parental Ca -17.6, TAAR1 antag 17.9, CHRM1 PAM 2.3, M1 antag -12.5, M1 ag -1.3, TAAR1 ag 5.7 and OXTR ag 0.4.
`c1ccc(NC2=NCCN2CC2CCCCCC2)cc1` gave OXTR potentiate -0.5, V1aR counter 0.1, CHO parental Ca -7.0, TAAR1 antag -0.4, CHRM1 PAM 1.3, M1 antag 0.1, M1 ag -12.5, TAAR1 ag 14.4 and OXTR ag 1.2.
Cc1cccn2c(=O)c3cc(C(=O)NCCC4=CCCCC4)n(C)c3nc12 was read as OXTR potentiate -4.3, V1aR counter -0.8, CHO parental Ca -16.4, TAAR1 antag -7.9, CHRM1 PAM -3.2, M1 antag 9.3, M1 ag -2.7, TAAR1 ag 0.8 and OXTR ag -1.3.
For CC(C)(C)c1ccc(/C=C/C(=O)NCCCn2ccnc2)cc1 the results were OXTR potentiate -2.8, V1aR counter 2.0, CHO parental Ca -6.3, TAAR1 antag 8.0, CHRM1 PAM 3.8, M1 antag -8.4, M1 ag -7.1, TAAR1 ag 0.6 and OXTR ag -0.2.
For Cc1ccc(NC(=O)CCc2c(C)nn(-c3ccc(N4CCOCC4)nn3)c2C)cc1 the results were OXTR potentiate -3.4, V1aR counter 2.2, CHO parental Ca -14.4, TAAR1 antag -19.0, CHRM1 PAM 8.3, M1 antag 4.9, M1 ag 0.4, TAAR1 ag 0.8 and OXTR ag -0.2.
Fc1ccccc1CSc1ncn[nH]1 was read as OXTR potentiate -2.0, V1aR counter 0.2, CHO parental Ca 1.8, TAAR1 antag -8.0, CHRM1 PAM 6.5, M1 antag -5.4, M1 ag -2.0, TAAR1 ag 6.0 and OXTR ag -1.1.
`O=C(COC(=O)c1cccs1)NCc1ccccc1` gave OXTR potentiate -1.7, V1aR counter 0.4, CHO parental Ca -3.3, TAAR1 antag -2.9, CHRM1 PAM 4.8, M1 antag -3.5, M1 ag -3.5, TAAR1 ag -0.6 and OXTR ag 0.2.
Screening Oc1ccc(/C=N/Nc2ccccc2)cc1 returned OXTR potentiate -20.2, V1aR counter -0.8, CHO parental Ca 3.0, TAAR1 antag 15.0, CHRM1 PAM -2.9, M1 antag 12.1, M1 ag -5.8, TAAR1 ag 0.1 and OXTR ag -0.3.
Screening C=CCn1c(SCC(=O)c2ccc(Cl)cc2)nnc1-c1ccc2c(c1)OCO2 returned OXTR potentiate -15.9, V1aR counter 6.9, CHO parental Ca -3.8, TAAR1 antag -0.6, CHRM1 PAM -3.0, M1 antag 1.4, M1 ag -4.6, TAAR1 ag 6.5 and OXTR ag 5.3.
Screening O=C1c2cccnc2C(Nc2ccc(S(=O)(=O)N3CCCCC3)cc2)N1Cc1ccccc1 (stereo not drawn) returned OXTR potentiate -3.2, V1aR counter 0.6, CHO parental Ca -4.6, TAAR1 antag 10.8, CHRM1 PAM -4.9, M1 antag 16.4, M1 ag -2.9, TAAR1 ag 7.1 and OXTR ag -0.1.
COc1ccc(S(=O)(=O)N(C)C)cc1NCC(=O)Nc1ccc(Br)c(C)c1 was read as OXTR potentiate -21.2, V1aR counter 3.5, CHO parental Ca -31.1, TAAR1 antag 7.9, CHRM1 PAM 3.7, M1 antag -4.7, M1 ag -6.3, TAAR1 ag 3.7 and OXTR ag 2.5.
`CC(=O)N1CCc2cc(S(=O)(=O)NCCC(=O)NCCc3ccccc3)ccc21` gave OXTR potentiate -6.5, V1aR counter 0.2, CHO parental Ca -22.0, TAAR1 antag -11.5, CHRM1 PAM -4.0, M1 antag -11.1, M1 ag -1.8, TAAR1 ag 7.3 and OXTR ag -1.6.
For O=C(CN1CCN(c2cccc(Cl)c2)CC1)NCc1ccccc1 the results were OXTR potentiate -11.6, V1aR counter 4.1, CHO parental Ca -17.4, TAAR1 antag -14.3, CHRM1 PAM 18.7, M1 antag -19.0, M1 ag 2.7, TAAR1 ag -0.4 and OXTR ag 0.4.
For C#CC1(NC(=O)NCCCC)CCCCC1 the results were OXTR potentiate 5.0, V1aR counter -0.1, CHO parental Ca 1.6, TAAR1 antag -11.9, CHRM1 PAM 12.4, M1 antag -6.0, M1 ag -8.1, TAAR1 ag 12.9 and OXTR ag 0.6.
Screening Cc1ncc(CN2CCCC(C(=O)Nc3ccc(-c4ccco4)cc3)C2)n1C (stereo not drawn) returned OXTR potentiate 1.6, V1aR counter -0.7, CHO parental Ca -24.1, TAAR1 antag -19.6, CHRM1 PAM -11.0, M1 antag 18.6, M1 ag -5.0, TAAR1 ag 0.2 and OXTR ag -0.6.

High-throughput results: PubChem BioAssay, The Scripps Research Institute Molecular Screening Center
